Bioassay records from PubChem BioAssay.
RTF Ca sens act: cardiac RTF calcium sensitization | P19429+P45379 | IANBD-labeled TnC RTF fluorescence at EC20 calcium; 0% EC20 calcium, 100% full calcium | activation, % at 7.2 µM | 0.24% of 340,000 active;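 active means activation above the mean over all tested compounds plus 3 SD, cut at about 30% in these data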;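 further: rise in fluorescence read as greater calcium sensitivity of cardiac thin filaments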
MITF act: increases MITF-driven TRPM1 promoter luciferase signal. activation, % at 12.5 µM. AID 588334. 0.75% of 300,000 active. SK-MEL-5 TRPM1-promoter luciferase, 24 h; % of positive control, neutral wells = 0;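 active means mean activation of at least 80% with every replicate also reaching 80%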;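 further: 0% = neutral control wells and 100% = parthenolide positive control wells; values of inactives mirror those of a sister screen read the other way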
CAL PDZ FP-1: blocks peptide binding to the human CAL PDZ domain. Q9HD26. purified CAL PDZ, TMR-peptide fluorescence polarization, 1 h. inhibition, % at 24.9 µM. 0.92% of 300,000 active. AID 602252;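 active means mean inhibition of at least 30% with at least half of replicates also reaching 30%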;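 further: 0% = DMSO neutral control and 100% = excess unlabeled competitor peptide PRC23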
CAL PDZ FP-2: inhibitors of human CAL PDZ peptide binding; inhibition, % at 20 µM; purified CAL PDZ, TMR-peptide fluorescence polarization, 1 h; 0.02% of 330,000 active; AID 504414;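 active means highest replicate inhibition of at least 40%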;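 further: plate controls were DMSO neutral control wells for no effect and unlabeled competitor peptide control wells for full effect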
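Control set: unlabelled peptide and DMSO controls / Material: purified CerCALP PDZ construct / Timing: 1 h incubation at room temperature before polarization reading / Doses: 20 µM, one dose / Detection: fluorescence polarization (mP)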
Wnt act: Wnt/beta-catenin pathway activation | activation, % at 9.35 µM | 1.2% of 300,000 active | Wnt/beta-catenin reporter cell assay, activator, plate reader; in the data active means activation above about 30%, passing the limit was not always enough;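 further: 0% = neutral control wells and 100% = positive control wells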
CDK5 p35 inh: blocks human CDK5/p35 kinase activity; Q00535+Q15078; Recombinant CDK5/p35, ADP-Glo luminescence, 60 min; inhibition, % at 10 µM; 0.01% of 330,000 active; AID 488839;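 active means highest replicate inhibition of at least 50% and at least 75% of replicates reaching 50%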;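 further: plate controls were DMSO neutral control for no effect and GW8510 at 10 µM for full effect; many of its hits are not listed in these tables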
Target sequence (Q00535 whole entry, looked up): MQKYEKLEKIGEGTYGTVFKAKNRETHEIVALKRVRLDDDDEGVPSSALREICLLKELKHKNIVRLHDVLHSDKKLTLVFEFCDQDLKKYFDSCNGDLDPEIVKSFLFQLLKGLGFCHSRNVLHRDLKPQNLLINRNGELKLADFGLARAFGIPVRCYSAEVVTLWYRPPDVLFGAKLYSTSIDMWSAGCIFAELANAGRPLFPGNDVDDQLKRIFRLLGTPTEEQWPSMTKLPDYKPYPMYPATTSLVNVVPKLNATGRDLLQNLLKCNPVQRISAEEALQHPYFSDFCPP
Target sequence (Q15078 whole entry, looked up): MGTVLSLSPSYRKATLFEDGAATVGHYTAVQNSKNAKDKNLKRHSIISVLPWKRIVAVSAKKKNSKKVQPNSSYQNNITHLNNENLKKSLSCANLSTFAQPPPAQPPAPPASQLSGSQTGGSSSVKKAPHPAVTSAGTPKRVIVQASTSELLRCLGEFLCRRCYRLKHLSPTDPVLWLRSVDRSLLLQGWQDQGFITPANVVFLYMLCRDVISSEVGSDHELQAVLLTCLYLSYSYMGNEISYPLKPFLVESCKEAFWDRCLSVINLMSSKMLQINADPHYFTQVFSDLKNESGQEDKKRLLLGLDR
Rtt109 HAT inh: C. albicans Rtt109 histone acetyltransferase inhibition; Q5AAJ8; purified Rtt109/Vps75, ThioGlo CoA-SH fluorescence, 4 h; inhibition, % at 34.9 µM; 0.16% of 330,000 active;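 active means inhibition of at least 50% in every replicate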
V-ATPase pH: yeast V-ATPase proton transport regulation by pHLuorin; 0.37% of 350,000 active; response, % at 10 µM; S. cerevisiae, pHLuorin cytosolic pH fluorescence; in the data active means response mostly above about 7.3%, no sharp cut-off; inactive means mostly below about 5.4%; further: actives read high; inactives centre near 0; some compounds called inactive have numbers as strong as hits
dFosB activator: mouse delta FosB homodimer activation. purified delta FosB, TAMRA-CDK5 oligo fluorescence polarization; percent of positive-control signal above neutral wells. activation, % at 25 µM. P13346. 0.99% of 340,000 active;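 active means mean activation above about 17%, with every replicate also reaching it, limit read from the data, passing the limit was not always enough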;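 further: fluorescence polarization rise as delta FosB binds a TAMRA Cdk5 AP-1 oligo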
Target sequence (P13346 whole entry, looked up): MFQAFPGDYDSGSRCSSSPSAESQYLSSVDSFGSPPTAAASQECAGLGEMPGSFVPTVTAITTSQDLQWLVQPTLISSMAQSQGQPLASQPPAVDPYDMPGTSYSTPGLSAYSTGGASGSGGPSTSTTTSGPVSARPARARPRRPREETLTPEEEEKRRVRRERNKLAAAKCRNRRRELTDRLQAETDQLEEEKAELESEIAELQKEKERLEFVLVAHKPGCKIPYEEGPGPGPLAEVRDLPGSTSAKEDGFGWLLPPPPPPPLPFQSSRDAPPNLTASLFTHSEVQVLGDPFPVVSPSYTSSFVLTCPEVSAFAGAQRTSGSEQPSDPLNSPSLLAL
Tat transport: inhibitors of E. coli Tat protein transport. E. coli MC4100 TorA-mCherry Tat export, fluorescence. inhibition, % at 10 µM. 0.036% of 340,000 active;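 active means mean replicate inhibition at least 50% and at least half of replicates individually reaching 50%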;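 further: exported cargo escapes ClpAP degradation while cytoplasmic cargo is degraded and loses fluorescence; 0% = median of neutral control wells and 100% = median of NaSCN control wells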
Numbers without * were called inactive; . = not tested or not shown.

Order of results: RTF Ca sens act | MITF act | CAL PDZ FP-1 | CAL PDZ FP-2 | Wnt act | CDK5 p35 inh | Rtt109 HAT inh | V-ATPase pH | dFosB activator | Tat transport
(1) CCN(CCn1cccn1)Cc1nc(-c2ccc(C(=O)OC)cc2)no1
    . | -7.8 | 7.0 | -0.5 | 0.7 | 0.8 | 21.2 | -0.9 | -2.3 | 0.0
(2) CCCC(=O)NNC(=O)c1c(O)c2ccccc2[nH]c1=O
    7.5 | 6.4 | 10.7 | -0.4 | 3.4 | 1.6 | 1.1 | 7.8 | 5.0 | -0.7
(3) COc1ccc(CN2CCCC(C(=O)Nc3cccc(-n4cccn4)c3)C2)c(F)c1 (configuration not stated)
    -0.5 | -13.3 | -0.2 | -3.0 | -1.2 | 0.0 | 0.3 | -3.9 | -9.4 | 6.4
(4) CC[C@H](C)[C@H](NC(=O)c1ccccc1)C(=O)NC(CC(=O)O)c1ccc(F)cc1 (some centres not stated)
    1.4 | -1.0 | -3.1 | -1.4 | -0.5 | 1.0 | 1.8 | -5.6 | -1.7 | 4.7
(5) Cc1ccccc1OCC(=O)OCC(=O)NC1CCCCCC1
    4.2 | 2.6 | -1.4 | -1.6 | -0.5 | 2.0 | -3.4 | -0.9 | -1.8 | 5.9
(6) O=C(NCc1ccco1)NCC(F)(F)F
    -4.4 | 6.1 | -5.2 | -0.4 | -3.3 | -3.0 | 12.4 | -5.7 | 1.0 | -8.7
(7) Cc1ccc(-c2nn3c(C)nnc3s2)cc1NC(=O)c1cccs1
    -3.0 | -8.1 | 0.0 | . | . | -1.1 | -4.3 | 1.6 | -29.8 | -6.3
(8) COc1cc(Cl)c(CN2CCCC(CO)(Cc3ccccc3)C2)cc1OC (configuration not stated)
    1.0 | 1.0 | 6.7 | -1.6 | -1.8 | -1.2 | 7.8 | 5.0 | -15.2 | -2.8
(9) COC(=O)CN=Cc1c(C)[nH]n(-c2ccccc2)c1=O
    0.2 | 8.5 | -0.6 | -3.4 | 0.2 | 1.1 | 0.0 | 1.8 | 4.6 | -3.7
(10) CCOC(=O)c1sc(NC(=O)CSc2nnc(C(C)C)n2C)nc1C
    0.6 | 1.6 | 4.8 | -1.6 | 0.5 | 0.7 | -6.2 | 4.1 | -8.3 | 7.9
(11) C#CCOCCOCCOCCNc1nc(N2CCN(C(=O)CCCCCCCCCCNC(=O)[C@H](CCCCN)n3cc(CCO)nn3)CC2)nc(N2CCN(C(=O)CCCCCCCCCCNC(=O)[C@H](CCCCN)n3cc(CCCC(=O)O)nn3)CC2)n1
    2.1 | -4.3 | -1.6 | -0.9 | -3.0 | 3.0 | 25.8 | 1.4 | -74.0 | 26.8
(12) CSc1nc2ccccc2n1Cc1cccc(F)c1
    -6.0 | 1.2 | -1.9 | . | -2.4 | 0.4 | -6.4 | 3.9 | 6.0 | -5.0
(13) CC(Oc1ccc(Br)cc1)C(=O)NCCCN1CCCC1=O (configuration not stated)
    2.7 | 13.8 | 2.3 | 1.8 | -2.7 | 1.0 | 2.7 | -1.9 | 8.0 | 2.8
(14) Cc1cc(NC(=O)Nc2ccc(F)cc2F)n(C)n1
    0.1 | 6.9 | -4.3 | -2.3 | -0.7 | -1.3 | 1.0 | -0.5 | -2.3 | 0.6
(15) Cc1c(NC(=O)c2ccc(N3CCCC3)c([N+](=O)[O-])c2)cccc1-c1nc2ccccc2s1
    4.8 | 12.6 | -0.6 | -1.8 | -0.8 | 2.3 | 9.0 | -1.6 | -12.0 | -1.3
(16) CCN(CC)CCOC(=O)c1c(C)oc2ccc(OC)cc12
    5.8 | 17.6 | -3.3 | -0.6 | . | -3.9 | -2.4 | -4.6 | 6.2 | -3.5
(17) O=C(O)c1ccccc1C(c1ccccc1)c1ccccc1O (configuration not stated)
    3.5 | -4.0 | -8.3 | -1.9 | -1.1 | 0.3 | 4.4 | 2.5 | -9.0 | 1.9
(18) CC(=O)c1c(C)nc2ccccn12
    -0.7 | 6.8 | 0.2 | -2.4 | -1.1 | 1.4 | 9.9 | -2.8 | -1.9 | 4.6
(19) O=C(Nc1cnn(Cc2ccc(Cl)c(Cl)c2)c1)c1nc2ncccn2n1
    6.3 | 15.2 | 1.4 | -2.3 | . | 2.5 | 12.3 | 3.1 | 3.5 | 1.1
(20) O=C(CNC(=O)c1ccc(Cl)c([N+](=O)[O-])c1)OCN1C(=O)c2ccccc2C1=O
    6.1 | -12.7 | -3.4 | -0.3 | -2.4 | 1.8 | . | 0.2 | 1.7 | -10.0
(21) COc1ccc(N(C)C(=O)c2ccc3nc(-c4ccccc4)c(-c4ccccc4)nc3c2)cc1
    -2.0 | -3.8 | 5.0 | -0.3 | -3.6 | 0.5 | 8.7 | -0.3 | -1.2 | 6.6
(22) CC(C)CN(C(=O)COC(=O)CNC(=O)c1sc2ccccc2c1Cl)C1CCS(=O)(=O)C1 (configuration not stated)
    -5.1 | 3.9 | -1.7 | -2.4 | -3.9 | -5.7 | 2.7 | -6.3 | -11.1 | -11.1
(23) O=C(Nc1nnc(COc2ccc(Cl)cc2)s1)c1ccc([N+](=O)[O-])cc1
    -0.8 | 0.3 | -1.6 | -0.5 | . | -0.1 | 1.7 | -3.1 | -0.9 | -2.1
(24) Cc1ccc(/C=N/NC(=O)c2nnn(-c3nonc3N)c2C)o1
    13.7 | -9.1 | . | -2.7 | 1.4 | -3.3 | 3.3 | 2.4 | -0.2 | 10.6
(25) O=C(Nc1cccc(Cl)c1)N1CCCC1
    6.9 | . | -5.2 | -2.0 | . | 0.6 | -3.2 | 0.7 | 1.9 | -4.4
(26) CCCc1cc(=O)oc2cc(OCC(=O)Nc3ccccn3)ccc12
    -2.3 | 59.9 | 19.5 | 1.9 | 22.7 | 1.4 | 0.2 | -1.3 | -8.8 | -7.3
(27) O=[N+]([O-])c1cccc(-c2c(-c3ccccc3)ncc3ccc(F)cc23)c1
    -4.2 | 42.4 | 5.3 | -2.5 | 25.6 | 0.9 | -3.1 | -5.3 | -0.6 | -2.7
(28) COc1ccc(-c2cc(=O)oc3cc(OCC(=O)NCc4ccccn4)ccc23)cc1
    3.1 | 1.0 | -3.3 | -1.5 | -1.1 | -0.5 | -8.6 | 0.2 | -4.7 | 7.4
(29) CCCSc1nnc2c(n1)OC(c1cccn1C)N(C(C)=O)c1ccccc1-2 (configuration not stated)
    -8.1 | -9.4 | 0.6 | . | 4.6 | 0.0 | 8.3 | -4.1 | -1.0 | -17.7
(30) Cc1nn(-c2ccccc2)c(Cl)c1C(=O)Nc1ccccc1
    -5.7 | 47.1 | . | -1.1 | . | -1.2 | -2.9 | 2.0 | -4.5 | -4.3
(31) Cc1ccc(SCCCCN2CCNCC2)cc1
    0.9 | 14.5 | 2.1 | -0.8 | 3.7 | 1.7 | 8.4 | -1.4 | -5.1 | -1.8
(32) Cn1c(N)c(C(=O)COC(=O)C23CC4CC(CC(C4)C2)C3)c(=O)n(C)c1=O
    4.8 | 11.2 | -1.6 | -1.4 | . | 2.5 | -35.7 | -2.2 | -5.9 | -0.8
(33) CCCc1[nH]nc2c1C(c1ccncc1)C(C#N)=C(N)O2 (configuration not stated)
    0.8 | . | 1.0 | -1.1 | -2.4 | -0.5 | -15.2 | 1.0 | -5.5 | 7.7
(34) CCCn1c(=N)n(CC(O)c2ccc(C)cc2)c2ccccc21 (configuration not stated)
    -4.4 | . | -3.4 | -0.2 | 5.2 | 0.6 | 13.8 | -2.5 | -13.5 | -0.1
(35) COc1ccc(NC(=O)[C@@H]2CC=C[C@@H]3CCN(Cc4ccc(Cl)c(Cl)c4)C(=O)[C@@H]32)cc1
    3.4 | -19.0 | -0.4 | -1.8 | -5.1 | -3.0 | -11.7 | -0.1 | -1.9 | -6.4
(36) CC(C)CCNc1ncnc2c1nnn2Cc1ccccc1
    -2.5 | . | -0.2 | -0.2 | -1.3 | -0.4 | 0.7 | -7.6 | -2.2 | -1.6
(37) O=C(NCCc1c[nH]c2ccccc12)/C(=C/c1cccnc1)NC(=O)c1cccs1
    4.2 | 10.9 | . | -0.7 | 0.9 | -0.9 | 4.9 | 5.3 | 3.1 | -4.3
(38) CN(C)S(=O)(=O)c1ccc2c(c1)nc(CCC(=O)NCC1CCCCC1)n2C
    0.0 | . | -3.5 | -1.0 | -8.9 | -2.4 | 19.0 | 1.5 | 2.0 | 1.5
(39) CC(C)CN(C(=O)COC(=O)c1cccn1C)c1c(N)n(Cc2ccccc2)c(=O)[nH]c1=O
    -6.4 | -5.8 | -1.2 | -0.1 | -2.6 | 0.2 | 3.0 | 2.9 | -10.9 | -2.2
(40) Cc1ccc(-c2nc3cccnc3s2)cc1NS(=O)(=O)c1ccc2c(c1)OCCO2
    -7.3 | -0.7 | . | -2.2 | 11.1 | 2.7 | 1.5 | -3.4 | -9.0 | 7.9
(41) Cc1cc(C(C)(C)C)oc1C(=O)Nc1ccc(CC(=O)O)cc1
    -5.1 | -7.7 | -5.6 | 0.7 | . | -1.6 | 6.1 | 4.1 | -6.1 | -3.4
(42) CC(=O)N1CCc2[nH]c3ccccc3c2C1
    -3.3 | -6.2 | . | -0.2 | . | 8.7 | -15.3 | 3.5 | -0.2 | -7.7
(43) COc1ccc(/C=C/C(=O)Nc2ccc(OC)cc2[N+](=O)[O-])cc1
    4.2 | 8.8 | -4.2 | 2.0 | -1.4 | 2.0 | -0.9 | 2.6 | -3.8 | -4.7
(44) O=C(NCc1cccnc1)c1ccccc1-c1ccccc1
    3.3 | -14.0 | 3.5 | -0.3 | -0.6 | 0.1 | -1.8 | -1.2 | -2.3 | -3.7
(45) CC(C)(C)C(=O)Nc1ccccc1C(=O)Nc1ccncc1
    1.7 | 3.3 | 0.1 | -1.2 | -2.5 | -0.4 | 11.9 | 6.5 | -1.7 | -8.7
(46) NC(=O)C1=C[C@H](c2csc3ccccc23)C[C@H](OCCCCO)O1
    9.3 | -2.9 | -2.1 | -0.8 | 1.3 | 1.3 | 6.6 | 3.2 | -5.6 | -12.8
(47) C#CCOCCOCCOCCNc1nc(N2CCN(C(=O)[C@H](CCCCN)n3cc(CN)nn3)CC2)nc(N2CCN(C(=O)[C@H](CCCN=C(N)N)n3cc(C(N)[C@H](C)CC)nn3)CC2)n1 (some centres not stated)
    1.0 | -5.3 | -2.0 | 1.5 | 0.7 | 3.5 | -3.0 | -2.3 | 7.7 | 1.7
(48) O=C(CN(C(=O)Cn1nnc(-c2cccs2)n1)c1ccc2c(c1)OCCO2)NCc1ccccc1
    0.8 | . | -2.3 | -2.4 | -1.3 | -1.1 | 9.5 | 0.9 | -7.7 | 6.3
(49) CCS(=O)c1ccccc1C(=O)O (configuration not stated)
    -1.6 | -3.7 | 1.2 | -0.2 | -2.0 | -2.4 | -3.8 | 3.7 | 7.2 | -7.3
(50) Oc1ccccc1N1CCN(C(=S)NCCc2ccccc2)CC1
    2.5 | -2.1 | -2.2 | -0.5 | . | 0.6 | 0.3 | -0.8 | -9.6 | 4.2

From no. 26 to 27, copied from above:
Order of results: RTF Ca sens act | MITF act | CAL PDZ FP-1 | CAL PDZ FP-2 | Wnt act | CDK5 p35 inh | Rtt109 HAT inh | V-ATPase pH | dFosB activator | Tat transport
(26) CCCc1cc(=O)oc2cc(OCC(=O)Nc3ccccn3)ccc12
    -2.3 | 59.9 | 19.5 | 1.9 | 22.7 | 1.4 | 0.2 | -1.3 | -8.8 | -7.3
(27) O=[N+]([O-])c1cccc(-c2c(-c3ccccc3)ncc3ccc(F)cc23)c1
    -4.2 | 42.4 | 5.3 | -2.5 | 25.6 | 0.9 | -3.1 | -5.3 | -0.6 | -2.7
